FBW7 act: human FBW7 E3 ligase activation, primary screen; Q969H0; AlphaScreen FBW7–phospho-cyclin E peptide binding, activator screen; normalized activity (activation), % at 26.1 µM; 650,000 tested, 0.13% active; AID 1259310; in the data active means normalized activity above about 1.9%;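 further: purified mutant Fbw7 with reduced substrate affinity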
MITF inh: inhibitors of human MITF. O75030. AlphaScreen MITF homodimerization, bead proximity signal. inhibition, % at 2.6 µM. 650,000 tested, 0.91% active; in the data active means inhibition above about 50%;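 further: 0% = vehicle wells with protein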
Target sequence (O75030 whole entry, looked up): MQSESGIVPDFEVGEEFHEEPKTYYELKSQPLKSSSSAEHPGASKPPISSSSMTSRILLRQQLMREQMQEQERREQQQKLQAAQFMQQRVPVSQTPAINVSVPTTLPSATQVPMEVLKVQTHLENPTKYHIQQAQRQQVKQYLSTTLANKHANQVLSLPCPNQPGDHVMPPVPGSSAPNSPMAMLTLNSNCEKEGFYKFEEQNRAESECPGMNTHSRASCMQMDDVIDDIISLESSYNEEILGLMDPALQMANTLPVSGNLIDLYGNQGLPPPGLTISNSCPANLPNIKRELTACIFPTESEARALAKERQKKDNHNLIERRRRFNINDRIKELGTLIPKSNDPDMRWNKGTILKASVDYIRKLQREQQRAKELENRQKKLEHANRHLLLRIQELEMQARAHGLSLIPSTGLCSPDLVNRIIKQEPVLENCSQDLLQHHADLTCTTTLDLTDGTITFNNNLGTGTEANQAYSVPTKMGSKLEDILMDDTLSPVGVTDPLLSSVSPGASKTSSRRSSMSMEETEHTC
GPR151 activ: activators of human GPR151; activation, % at 11.2 µM; Q8TDV0; 650,000 tested, 1% active; PathHunter beta-arrestin GPR151 cells, luminescence; in the data active means activation above about 4.9%;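 further: 0% = median of compound wells and 100% = cells with positive control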
Target sequence (Q8TDV0 whole entry, looked up): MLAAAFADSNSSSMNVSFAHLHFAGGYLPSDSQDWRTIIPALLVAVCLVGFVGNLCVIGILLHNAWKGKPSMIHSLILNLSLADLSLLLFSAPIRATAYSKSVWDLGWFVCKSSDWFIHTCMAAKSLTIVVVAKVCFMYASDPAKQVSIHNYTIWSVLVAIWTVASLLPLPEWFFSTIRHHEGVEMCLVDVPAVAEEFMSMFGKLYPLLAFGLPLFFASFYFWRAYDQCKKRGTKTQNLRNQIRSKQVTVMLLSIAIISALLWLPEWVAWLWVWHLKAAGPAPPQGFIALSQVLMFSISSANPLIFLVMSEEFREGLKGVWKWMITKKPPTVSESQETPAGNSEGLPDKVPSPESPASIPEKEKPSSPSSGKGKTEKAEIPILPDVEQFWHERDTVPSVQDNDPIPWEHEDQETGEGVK
TEAD-YAP inh: TEAD-YAP interaction inhibition. HEK-TIYL cells, TEAD-Gal4/YAP UAS-luciferase luminescence. inhibition, % at 9.12 µM. 640,000 tested, 1.4% active; in the data active means inhibition above about 32%;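 further: 0% = median of test compound wells and 100% = reference inhibitor wells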
The depositor's hits bear a star. No enrichment for hits; any-hit rate near 3.4%.

SMILES	FBW7 act	MITF inh	GPR151 activ	TEAD-YAP inh
COc1ccc(C2/C(=C(\O)c3ccc(C)cc3)C(=O)C(=O)N2CCN2CCOCC2)cc1 (centres undefined)	0.1	-5	-1.2	-7
CC(C)(C)C(=O)Oc1ccc(C(=O)Nc2ccccc2)cc1	0.1	-13	-6.0	-27
Cc1nonc1CNC1CCN(c2cccc(NC(=O)c3cccnc3)c2)CC1	0.0	19	1.2	0
COc1ccc(N2C(=O)/C(=C/c3ccc(OC)c(O)c3)NC2=S)cc1	0.0	-16	0.9	-1
CNC(=O)c1ccc(OC)c(S(=O)(=O)N2CCC(C)CC2)c1	0.5	7	5.4*	6
COc1ccccc1N=c1c([N+](=O)[O-])nn(-c2ccc(Cl)cc2)n1O	0.4	44	-1.2	3
CN1CCN(c2ccc(Cl)cc2NC(=S)Nc2cccnc2)CC1	-0.1	-9	2.0	3
O=C(N/N=C/c1ccc(C(=O)O)cc1)/C(=C/C=C/c1ccccc1)NC(=O)c1ccccc1	0.2	20	-0.1	3
COc1ccccc1N1CCN(CCCNC(=O)c2ccc3c(c2)NC(=O)c2ccccc2N3)CC1	-0.1	8	-0.4	-1
CC(/C=C/c1ccccc1)=N\NC(N)=S	-0.2	3	0.1	-9
O=C1NC(=O)/C(=C\c2ccc(Sc3ccc(Cl)cc3)o2)N1	-0.1	-11	-0.2	-1
Cc1ccccc1OCC1=NN2C(=N)/C(=C/c3ccc([N+](=O)[O-])o3)C(=O)N=C2S1	0.0	43	0.3	5
Cc1ccsc1CN1CCC(N2CCC(C(=O)N3CCCC3)CC2)CC1	0.2	-7	-0.4	-9
COc1ccc(-n2nc3c(c2NC(=O)c2ccc(C)cc2)CS(=O)(=O)C3)cc1	0.1	-2	5.4*	6
C=CCN1CCC(NC(C)=O)(c2ccccc2F)CC1	0.1	-4	-0.2	-6
COc1ccccc1-n1c(=S)[nH]c2[nH]ncc2c1=O	0.0	5	-0.8	-11
Cc1ccc(CNCc2ccccc2)o1	-0.1	-5	0.0	-2
CC1CN(C(=O)C2=Cc3ccccc3OC2)CCC1n1nc(-c2cccs2)ccc1=O (centres undefined)	-0.2	-3	-0.1	3
CCOC(=O)c1c(NC(=O)c2cccs2)sc(C(=O)Nc2ccc3c(c2)OCO3)c1C	-0.2	-9	-0.9	-13
Cn1ncc2c(N3CCCCC3)nc(N(CCO)Cc3ccccc3)nc21	0.0	8	-0.4	-9
CS(=O)(=O)c1cc(Cl)ccc1CN1CCc2nc3ccncc3cc2C1	0.4	-9	0.4	-1
COc1cccc(CN2CCN(Cc3cn(C)c4ccccc34)CC2CCO)c1 (centres undefined)	0.0	-4	1.1	1
CCOC(=O)N1CCN(C(=O)C2CCCN(S(C)(=O)=O)C2)CC1 (centres undefined)	-0.1	-11	1.4	1
COc1ccccc1N1C(C)=CC(C)(C)N=C1SCc1ccccc1Cl	0.0	8	0.3	-9
CC(=O)Nc1ccc(NC(=O)CSc2n[nH]c(-c3ccccc3)n2)cc1	-0.2	3	-2.0	16
O=C1N/C(=C/C=C/c2ccccc2[N+](=O)[O-])C(=O)N1c1ccccc1	0.6	21	-2.7	0
COC(=O)c1ccc(Cl)cc1NC(=O)Nc1nnc(N2CCCCCC2)s1	0.3	7	0.8	-11
CCOC(=O)c1cnc2cc(C(F)(F)F)ccc2c1N1CCC(Cc2ccccc2)CC1	0.0	-12	-1.1	-1
COCC(C)NC(=O)c1cccc([N+](=O)[O-])c1 (centres undefined)	-0.1	-33	-1.2	0
O=C(Nc1ccc(Cl)cc1)c1nc[nH]c1C(=O)O	0.0	9	-1.0	4
CCN(CC)c1ccc(NC(=O)c2cccc(OC)c2)cc1	-0.2	3	-5.4	29
CC(C)N(CCNc1nc(-c2cccs2)nc2c1ncn2-c1ccsc1)C(C)C	-0.1	5	-2.3	17
CC(C)CNc1ncc(-c2ccc(Cl)cc2)n2ccnc12	-0.4	-4	0.3	-33
Cc1ccc(NC(=O)C2(S(=O)(=O)c3ccc(Cl)cc3)CC2)cc1	0.0	-7	1.2	1
Fc1ccccc1CNc1c2c(nc3ncnn13)CCC2	-0.1	5	1.5	1
Cc1c(NC(=O)Nc2ccc(F)cc2)n(C)c(=O)n1-c1ccccc1	-0.3	-4	-0.2	7
Cc1cc(C)cc(Nc2cc(C)nc3nc(C)nn23)c1	-0.2	24	2.0	8
Cc1cccc(OCC(O)CNC(=O)c2ccccc2C(=O)O)c1 (centres undefined)	0.6	0	-0.7	8
Cc1cc(Cl)ccc1NC(=O)/C(C#N)=C/c1ccc(N2CCOCC2)o1	0.2	5	0.1	5
CCOC(=O)C1CCCN(Cc2ccc(Br)cc2)C1 (centres undefined)	-0.1	57*	-0.5	-12
CC1=C(C(=O)Nc2ccc(CC(=O)NC3CCCCCC3)cc2)SCCO1	-0.1	-1	-0.6	-16
CCCOc1ccc(N2C(=O)CC(Nc3ccc(C(=O)OC)cc3)C2=O)cc1 (centres undefined)	-0.1	4	1.2	6
CCC(=O)OCC12COC(c3ccccc3OC(=O)CC)C(C(C)=CC1C)C2C (centres undefined)	-0.1	-2	0.9	7
C=CCNCCOCCOc1ccc(C(C)(C)C)cc1C	0.0	9	-1.3	0
CCCOc1ccc(/C=C2\N=C(c3ccccc3F)OC2=O)cc1OC	0.0	-2	-0.8	2
O=C(OCc1nc2ccccc2s1)c1cc([N+](=O)[O-])cc([N+](=O)[O-])c1	0.2	13	-1.6	4
CCOC(=O)c1c(NC(=O)CSc2nnc(CNC(=O)c3ccc(OC)cc3)n2-c2ccc(OCC)cc2)sc2c1CCC2	0.1	-17	-0.9	6
Cc1ccc(Cc2cc(C)ncc2C)c(C)c1	-0.2	0	0.8	9

Some of the entries so far, with each value named.
> CCCOc1ccc(/C=C2\N=C(c3ccccc3F)OC2=O)cc1OC
  FBW7 act: 0.0 | MITF inh: -2 | GPR151 activ: -0.8 | TEAD-YAP inh: 2
> O=C(OCc1nc2ccccc2s1)c1cc([N+](=O)[O-])cc([N+](=O)[O-])c1
  FBW7 act: 0.2 | MITF inh: 13 | GPR151 activ: -1.6 | TEAD-YAP inh: 4

Going on with the list.
SMILES	FBW7 act	MITF inh	GPR151 activ	TEAD-YAP inh
CNC(=O)c1c(NC(=O)c2ccc(N(C)C)cc2)sc2c1CCC2	0.1	3	-0.2	-18
COc1cccc(C2CC(=O)C=C(NN(C)C)C2)c1 (centres undefined)	-0.2	-10	-1.3	4
COC(=O)c1ccc2c(=O)n(CCc3cnc[nH]3)c(=S)[nH]c2c1	0.1	6	0.2	0
O=C(CN1C(=O)S/C(=C/c2ccc(Cl)cc2)C1=O)Nc1ccc(O)cc1	-0.1	-4	-0.2	-3
O=C(Nc1cccc(NC(=O)c2ccccc2I)c1)c1cccs1	-0.1	14	-1.1	4
COc1ccccc1OCC(=O)NNC(=O)c1cccnc1	-0.1	-1	-1.1	-4
Clc1ccc(Sc2ncnc3sc4c(c23)CCCC4)cc1	0.1	-1	15*	-5
Cc1ccc(C(=O)/C=C\Nc2ccc(S(=O)(=O)Nc3cc(C)nc(C)n3)cc2)cc1	0.0	11	-0.9	-22
Cc1ccc([N+](=O)[O-])cc1NC(=O)C1(c2ccccc2)CCOCC1	-0.1	-11	-0.4	3
Cc1ccc(C(=O)NNC(=O)COc2ccccc2C)cc1	0.0	0	0.1	-4
CCN(CC)CCCNc1nnc(C)c(=O)[nH]1	0.0	-4	2.0	0
O=C(/C=C/c1ccc([N+](=O)[O-])cc1)NC1CCCCC1	0.1	10	0.1	-14
Cc1ccccc1N1C(=O)c2ccccc2NC1c1ccc2c(c1)OCO2 (centres undefined)	0.0	-4	-1.2	15
O=C(CN1C(=O)C(=O)c2ccccc21)NC1CCCCCC1	-1.1	11	2.2	-2
CCN1c2ncccc2C(=O)NC12CCN(Cc1c(F)cccc1F)CC2	0.1	18	-1.0	-12
O=C(NNc1c(F)c(F)cc(F)c1F)c1cccc(S(=O)(=O)N2CCCCCC2)c1	0.1	-2	-1.9	-8
COc1ccccc1C(=O)Nc1ccc(NC(=O)c2ccc(Br)cc2)cc1	0.1	-14	-0.1	-7
CN(C)CCNC(=O)c1cc2c(s1)-c1ccc(Cl)cc1SC2	0.2	2	-2.0	-14
CCC(C)NC(=O)CSc1nc2n[nH]c(C)c2c(=N)n1-c1cccc(OC)c1 (centres undefined)	0.0	5	-2.1	-3
COc1ccc(C(=O)Nc2ccc(S(=O)(=O)N3CCCCCC3)cc2)cc1	-0.3	-5	1.4	-5
O=C(NC(=S)Nc1cc([N+](=O)[O-])ccc1O)c1ccc(Br)o1	0.0	7	1.4	-36
O=c1c2ccccc2nc(SCc2cc(F)ccc2F)n1Cc1ccccc1	-0.1	2	-1.1	-10
NC(=O)c1ccc(N=c2oc3ccccc3cc2C(=O)Nc2ccccc2)cc1	0.0	-2	1.4	-1
Cc1ccc(C(=O)N[C@H]2C[C@H]3C(=O)N[C@@H](CCCCN)C(=O)N3C2)cc1F	-0.1	9	1.0	1
O=C1C(=O)N(c2ncccn2)C(c2ccccc2F)/C1=C(\O)c1ccccc1 (centres undefined)	-0.1	-13	-0.6	2
CCc1ccc(N2C(=O)c3ccccc3NC2c2ccc(OCC(C)C)cc2)cc1 (centres undefined)	0.2	-26	0.1	-39
COc1ccc(S(=O)(=O)NCCCCNS(=O)(=O)c2ccc(OC)cc2)cc1	0.0	8	-0.3	6
Oc1ccc(/C=N/Nc2nc(Nc3ccccc3)nc(Nc3ccccc3)n2)c(O)c1	-0.2	8	-0.1	51*
CCCCCN1C(=O)/C(=C2/SC(=S)N(CCC(=O)O)C2=O)c2ccccc21	-0.1	13	1.0	7
COc1ccccc1CCNC1CC(=O)N(c2ccc(-c3nc4ccc(C)cc4s3)cc2)C1=O (centres undefined)	-0.1	-3	-1.9	-2
CCOC(=O)C1=C(N)OC2=C(C(=O)CC(c3ccccc3)C2)C1c1ccc(Cl)cc1 (centres undefined)	0.0	-4	0.1	0
O=C(NCCCN1CCCC1=O)c1cc(COc2ccc(F)cc2F)on1	-0.1	2	0.4	0
CC1(C)Nc2ccccc2NC1=O	0.1	17	0.7	-2
COC(=O)c1ccc(NC(=O)CSc2nc3ccc(NC(=O)c4ccccc4C(=O)N4CCCC4)cc3s2)cc1	0.8	19	0.6	13
O=C(NCCn1ccnc1)C1CC12CCN(C(=O)Cc1ccc(-c3ccccc3)cc1)CC2 (centres undefined)	-0.1	-4	0.4	-3
Cc1ccc(C(=O)OCC(=O)NC2CCCC(C)C2C)cc1N (centres undefined)	-0.2	6	2.5	5
COc1cc(/C=C(/NC(=O)c2ccc(C)cc2)C(=O)O)cc(OC)c1OC	0.2	4	2.2	5
CC(=O)NC(CC(=O)OCC(=O)Nc1ccc(OC(F)(F)F)cc1)c1ccccc1 (centres undefined)	0.0	-6	-1.1	-8
CN(C)c1ccc(/C=C(\NC(=O)c2ccc(Br)cc2Br)C(=O)Nc2ccccc2F)cc1	0.0	9	-0.9	7
O=c1c2ccccc2[nH]c2ccc(F)cc12	0.0	8	-0.7	1
CCCn1c(=N)n(CC(O)c2ccccc2)c2ccccc21 (centres undefined)	-0.1	3	1.9	-1
COc1cccc(N2CC(=O)N(NC(=O)NC3CCCCC3)CC2=O)c1	-0.1	0	2.0	5
COCCn1c(=O)[nH]c2cc(C(=O)NC3CCCC3)ccc2c1=O	-0.1	-2	-0.5	14
CCN(CC)c1ccc2c(c1)CCCN2	-1.2	17	-2.6	6
CC(Oc1ccc(Br)cc1Cl)C(=O)Nc1ccncc1 (centres undefined)	-0.1	-3	4.1	48*
O=C(OCc1ccc(Br)cc1)c1cccs1	0.0	-9	0.2	2
COc1cc(OC)cc(C(=O)N[C@H](C(=O)NNC(=O)c2ccccc2F)C(C)C)c1	0.7	26	-0.4	1
c1cncc(CNc2nc(N3CCc4ccccc4C3)nc3c2ncn3-c2ccsc2)c1	0.1	2	-1.2	4
Cc1cc(NC(=O)CN2c3ccccc3CC2C)no1 (centres undefined)	0.0	-6	0.3	-6
Cc1cc(OCCON2C(=O)CCC2=O)c(C)cc1Cl	0.1	7	-0.4	-2
O=C(NCc1cccc(Cl)c1)c1ccc2c(=O)n(C3CCCCC3)c(SCc3ccccn3)nc2c1	0.0	11	-0.1	7
CCNc1nc(NCCN(C(C)C)C(C)C)c2ncn(-c3ccsc3)c2n1	-0.1	-5	0.0	6
O=C(Nc1ccccc1Cl)c1cc(S(=O)(=O)N2CCN(C3CCCCC3)CC2)ccc1F	0.0	2	-0.2	-4

Compounds shown so far that contain a thiophene ring, fused or not (twelve):
SMILES	FBW7 act	MITF inh	GPR151 activ	TEAD-YAP inh
Cc1ccsc1CN1CCC(N2CCC(C(=O)N3CCCC3)CC2)CC1	0.2	-7	-0.4	-9
CC1CN(C(=O)C2=Cc3ccccc3OC2)CCC1n1nc(-c2cccs2)ccc1=O (centres undefined)	-0.2	-3	-0.1	3
CCOC(=O)c1c(NC(=O)c2cccs2)sc(C(=O)Nc2ccc3c(c2)OCO3)c1C	-0.2	-9	-0.9	-13
CC(C)N(CCNc1nc(-c2cccs2)nc2c1ncn2-c1ccsc1)C(C)C	-0.1	5	-2.3	17
CCOC(=O)c1c(NC(=O)CSc2nnc(CNC(=O)c3ccc(OC)cc3)n2-c2ccc(OCC)cc2)sc2c1CCC2	0.1	-17	-0.9	6
CNC(=O)c1c(NC(=O)c2ccc(N(C)C)cc2)sc2c1CCC2	0.1	3	-0.2	-18
O=C(Nc1cccc(NC(=O)c2ccccc2I)c1)c1cccs1	-0.1	14	-1.1	4
Clc1ccc(Sc2ncnc3sc4c(c23)CCCC4)cc1	0.1	-1	15*	-5
CN(C)CCNC(=O)c1cc2c(s1)-c1ccc(Cl)cc1SC2	0.2	2	-2.0	-14
O=C(OCc1ccc(Br)cc1)c1cccs1	0.0	-9	0.2	2
c1cncc(CNc2nc(N3CCc4ccccc4C3)nc3c2ncn3-c2ccsc2)c1	0.1	2	-1.2	4
CCNc1nc(NCCN(C(C)C)C(C)C)c2ncn(-c3ccsc3)c2n1	-0.1	-5	0.0	6

Assay outcomes from PubChem BioAssay.
